Screening data deposited in PubChem BioAssay by several laboratories.
PGE2 EP2 inh = EP2 receptor (human) inhibition; 260,000 tested, 0.52% active; inhibition, % at 25 µM; C6 glioma cells expressing human EP2, cAMP TR-FRET; cells stimulated with saturating PGE2; AID 1422; P43116;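 active means percent inhibition above 40 after rounding to a whole number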;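 further: rat C6 glioma host cells with rolipram phosphodiesterase inhibitor present; the protocol text gives 20 µM as final concentration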
Target sequence (P43116 whole entry, looked up): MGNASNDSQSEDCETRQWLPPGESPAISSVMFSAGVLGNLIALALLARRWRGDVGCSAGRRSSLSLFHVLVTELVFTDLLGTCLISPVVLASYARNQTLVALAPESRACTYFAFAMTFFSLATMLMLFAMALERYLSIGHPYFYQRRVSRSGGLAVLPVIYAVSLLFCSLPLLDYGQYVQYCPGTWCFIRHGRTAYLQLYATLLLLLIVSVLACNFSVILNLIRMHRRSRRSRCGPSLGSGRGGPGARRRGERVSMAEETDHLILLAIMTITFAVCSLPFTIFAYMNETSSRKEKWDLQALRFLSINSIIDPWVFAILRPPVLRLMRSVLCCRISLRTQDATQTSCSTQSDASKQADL
CHOP inhibitor = inhibitors of CHOP induction in ER stress response. inhibition, % at 10 µM. 220,000 tested, 3.8% active. AID 2732. CHO-K1 CHOP-promoter luciferase, tunicamycin-induced, 15-18 h;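 active means compounds that reduced the stress-induced luciferase reporter signal by more than about 70% of percent inhibition, limit read from the data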;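 further: 0% = tunicamycin plus vehicle and 100% = wells without tunicamycin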
TNF necrop inh = TNF-alpha cell death inhibition in Jurkat FADD-/- cells; activation (protection from cell death), % at 10 µM; AID 463075; Jurkat FADD-/- TNF necroptosis rescue, ATP luminescence, 24 h; 0 = TNF only, 100 = no-TNF cells; 220,000 tested, 0.068% active;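 active means activation, meaning protection from cell death, of at least 50% relative to plate controls; inactive means activation below 50%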;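 further: necroptosis triggered by 40 ng/mL TNF-alpha added together with compound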
Wee1 stabilizer = blocks degradation of human Wee1 kinase; P30291; HeLa Luc-Wee1K328M stability, luciferase luminescence; 100% = proteasome inhibitor MG132 effect; reporter increase, % at 5 µM; 220,000 tested, 1.2% active;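 active means activation above the mean of all tested compounds plus 3 SD, set per screening run, cut at about 8.8% in these data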;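 further: cells exposed to compound for 20 h before luminescence read; 0% = DMSO alone and 100% = MG132 at 30 µM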
Target sequence (P30291 whole entry K328M): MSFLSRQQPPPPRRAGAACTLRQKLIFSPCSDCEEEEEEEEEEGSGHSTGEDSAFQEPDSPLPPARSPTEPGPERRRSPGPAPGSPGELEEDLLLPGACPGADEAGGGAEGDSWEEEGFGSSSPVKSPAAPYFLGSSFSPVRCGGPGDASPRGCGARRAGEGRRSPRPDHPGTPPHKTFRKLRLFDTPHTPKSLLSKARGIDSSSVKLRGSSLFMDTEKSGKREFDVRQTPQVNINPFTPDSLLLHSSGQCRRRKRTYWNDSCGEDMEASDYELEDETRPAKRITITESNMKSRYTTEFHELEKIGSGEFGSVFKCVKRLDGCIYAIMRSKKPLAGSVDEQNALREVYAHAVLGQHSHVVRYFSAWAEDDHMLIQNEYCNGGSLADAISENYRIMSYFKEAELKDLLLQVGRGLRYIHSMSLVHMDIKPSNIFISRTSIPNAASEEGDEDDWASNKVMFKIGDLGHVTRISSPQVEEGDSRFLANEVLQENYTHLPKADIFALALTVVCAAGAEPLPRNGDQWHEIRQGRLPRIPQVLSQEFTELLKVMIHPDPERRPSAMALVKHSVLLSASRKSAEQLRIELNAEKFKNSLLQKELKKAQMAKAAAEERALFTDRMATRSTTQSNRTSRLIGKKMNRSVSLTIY
L929 necroptosis = blocks zVAD induced death of L929 cells; viability rescue, % at 10 µM; L929 zVAD necroptosis rescue, ATP luminescence, 24 h; with zVAD 60 µM; 220,000 tested, 0.38% active; AID 1377;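 active means activation, scaled between plate controls, above about 75%, limit read from the data; inactive means activation under that limit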;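 further: 0% = zVAD with DMSO and 100% = DMSO alone without zVAD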
TbHK1 inh = blocks Trypanosoma brucei hexokinase 1 activity. recombinant TbHK1, G6PDH-coupled NADH A340. inhibition, % at 10 µM. 220,000 tested, 0.11% active. AID 1430;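 active means inhibition of 50% or more in the single-dose primary screen; inactive means inhibition below 50%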
FXIIa inh 1536 = inhibitors of human coagulation factor XIIa; P00748; purified FXIIa, Boc-QGR-AMC fluorogenic substrate, 2 h; inhibition, % at 5 µM; 220,000 tested, 0.3% active; in the data active means inhibition above about 40%;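 further: 0% = enzyme with no compound and 100% = blank without enzyme; many of its hits are not listed in these tables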
PPC-1+TRAIL kill = kills PPC-1 cancer cells in the presence of TRAIL; 220,000 tested, 0.41% active; PPC-1 cells + TRAIL, ATPLite viability luminescence; AID 1443; cell killing (% activity), % at 4 µM;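 active means cell killing above 50% in the first pass at 4 µM, then a duplicate retest at 5 µM averaging 50% or more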;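 further: plate controls were cells with TRAIL plus DMSO for no effect and medium-only wells lacking cells for full effect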
FXIa inh 1536 = factor XIa (human) inhibition. P03951. purified FXIa, Boc-Glu-Ala-Arg-AMC fluorogenic substrate. inhibition, % at 5 µM. 220,000 tested, 0.14% active. AID 798;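 active means inhibition of at least 40%; inactive means inhibition below 40%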;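 further: fluorescence of freed AMC excited at 355 nm; 0% = enzyme without compound and 100% = no enzyme blank; many of its hits are not listed in these tables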
* hit, by the source's call; . = not tested or not shown; [ ] = another dose, or the depositor's remark. Only part of the results is shown. The share of hits here may be higher or lower than overall.

SMILES | PGE2 EP2 inh | CHOP inhibitor | TNF necrop inh | Wee1 stabilizer | L929 necroptosis | TbHK1 inh | FXIIa inh 1536 | PPC-1+TRAIL kill | FXIa inh 1536
Clc1ccc(-c2nnc(CCc3ccccc3)o2)c(Cl)c1 | 7 | 65 | 0.4 | 3 | 0.0 | 4 | 10 | 9 | 1
Cc1ccccc1NC(=O)C1C2C=CC(C3CC23)C1C(=O)O (stereo unspecified) | 7 | 10 | 0.0 | 4 | -0.2 | -1 | 0 | 8 | -6
O=C(NC1CC1)c1ccc(CN(c2ccccc2)S(=O)(=O)c2ccccc2)cc1 | 5 | 0 | 0.8 | 6 | 2.5 | -2 | 9 | 6 | 1
COC(=O)c1ccccc1NC(=O)c1noc2c1CCCC2 | 7 | 36 | 1.8 | 4 | -0.2 | -8 | 8 | 33 | -5
Cc1ccc(C(=O)/C=C/C(=O)c2ccc(C)cc2)cc1 | 7 | 106* | -7.2 | -4 | 0.0 | 2 | 5 | 8 | 4
Cc1occc1-c1nnc(SCC(=O)NCCc2ccccc2)o1 | 6 | 15 | 0.6 | 1 | 0.7 | -8 | -1 | 18 | -6
Cc1cc(/C=C(/C#N)C(=O)O)c(C)n1CCC(C)C | 5 | 16 | 0.6 | 0 | 0.0 | 8 | 11 | 3 | 6
O=C(CSc1n[nH]c(=O)[nH]c1=O)Nc1ccc(C(=O)O)cc1 | 7 | 23 | 0.1 | 2 | 0.4 | -2 | -3 | 2 | 1
COc1cc(-c2nn3c(Cc4ccccc4)nnc3s2)cc(OC)c1OC | 5 | 23 | -1.7 | 2 | 0.2 | -6 | 4 | 13 | -3
CC(=O)c1ccc(OCC(O)CN2CCOCC2)cc1 (stereo unspecified) | 13 | 0 | 0.1 | -1 | 0.8 | -10 | 4 | 3 | -3
Cc1ccccc1C(=O)c1c[nH]c(C(=O)N2CCN(c3ccccc3F)CC2)c1 | 8 | 55 | -3.8 | 0 | 0.4 | -1 | 9 | 10 | -9
CC1CCCC(C)N1C(=O)CSc1nnnn1Cc1ccccc1 (stereo unspecified) | 27 | -13 | 1.2 | -2 | 0.4 | 2 | 9 | 6 | -7
COc1cc(-n2c(=O)c3ccccc3n(Cc3ccccc3)c2=O)cc(OC)c1OC | 12 | 21 | -0.3 | -3 | -0.9 | 43 | 4 | 11 | -4
COc1cc(SC)ccc1C(=O)OC(C)C(=O)NC1CCCC1 (stereo unspecified) | 4 | 12 | 0.9 | 0 | 6.1 | -1 | 11 | 26 | 3
COc1ccccc1-n1c(SCC(=O)NC(C)(C)C)nc(O)cc1=O | 9 | 44 | 0.4 | 0 | 3.1 | 0 | -2 | 4 | 1

Reprinted from the part before: 2 compounds; new compounds follow.
SMILES | PGE2 EP2 inh | CHOP inhibitor | TNF necrop inh | Wee1 stabilizer | L929 necroptosis | TbHK1 inh | FXIIa inh 1536 | PPC-1+TRAIL kill | FXIa inh 1536
COc1cc(SC)ccc1C(=O)OC(C)C(=O)NC1CCCC1 (stereo unspecified) | 4 | 12 | 0.9 | 0 | 6.1 | -1 | 11 | 26 | 3
COc1ccccc1-n1c(SCC(=O)NC(C)(C)C)nc(O)cc1=O | 9 | 44 | 0.4 | 0 | 3.1 | 0 | -2 | 4 | 1
O=C(CCn1c(=O)[nH]c2ccsc2c1=O)NCCc1ccc(Cl)cc1 | 1 | 5 | 0.0 | 0 | 0.5 | -6 | 26 | 9 | -5
CCOC(=O)c1c(NC(=O)CSc2nnc(-c3cccnc3)o2)sc(C(C)=O)c1C | 11 | 50 | -1.7 | 2 | 0.5 | -23 | 19 | 0 | 1
CCc1ccccc1NS(=O)(=O)c1ccc2[nH]cc(C(=O)NC3CCCC3)c(=O)c2c1 | 6 | -13 | 2.2 | 0 | . | 1 | 18 | -11 | 11
O=C1CCC(=O)N1c1ccc(CSc2nc3ccccc3[nH]2)cc1 | 7 | -6 | -4.8 | 2 | -0.2 | 2 | 13 | 12 | -2
Cc1ccc(C(CC(=O)N2CCCC2)c2ccccc2)c(O)c1C (stereo unspecified) | 4 | 39 | -0.1 | -2 | -0.2 | 1 | 0 | 18 | -27
Clc1ccc(-n2ncc3c(NCC4CCCO4)ncnc32)cc1 (stereo unspecified) | 14 | 6 | -11 | 9.6* | 2.9 | 2 | 5 | 22 | 9
CCOCCCNC(=O)C(c1ccc(OC)cc1)N(Cc1ccc2c(c1)OCO2)C(=O)c1cnccn1 (stereo unspecified) | 10 | 12 | -0.5 | 2 | 3.4 | -11 | 11 | 19 | 1
Cn1c(NC(=O)CCC2CCCCC2)cc(=O)n(C)c1=O | 12 | 39 | -1.8 | 1 | 1.6 | -5 | 4 | 7 | -8
CCCC(CCC(=O)Nc1ccc(C(=O)OCC)cc1)C(=O)O (stereo unspecified) | 13 | 29 | -0.7 | 5 | 0.2 | -2 | 14 | -6 | 2
CCCNC(=O)CSCc1nc(-c2ccc(SC)cc2)oc1C | 2 | 40 | -0.1 | 5 | 0.6 | 8 | 12 | 17 | 9
COc1cccc(-n2c(C)nn(CCOc3ccccc3)c2=O)c1 | 11 | 16 | 7.1 | 2 | 1.4 | 4 | -11 | -7 | -1
Cn1c(CC(=O)c2ccc(Br)cc2)[n+](C)c2ccccc21 | 1 | 7 | -0.1 | 7 | 0.7 | 3 | 11 | 0 | 1
CC1=C(C(=O)OCC2CCCO2)C(c2cccc(O)c2)NC(=O)N1 (stereo unspecified) | 1 | 32 | 0.5 | 1 | -0.1 | 4 | 10 | 5 | -3
O=C(CSc1ccc2ccccc2n1)c1ccc2c(c1)OCO2 | 8 | 49 | -0.1 | 1 | -0.1 | -6 | 6 | 22 | -3
O=C(Nc1ccc2c(c1)OCO2)N1CCN(S(=O)(=O)c2ccc(Cl)cc2)CC1 | 6 | -14 | -0.7 | 2 | 0.0 | -4 | -5 | 20 | -5

Next part, overlapping the part above by two compounds.
SMILES | PGE2 EP2 inh | CHOP inhibitor | TNF necrop inh | Wee1 stabilizer | L929 necroptosis | TbHK1 inh | FXIIa inh 1536 | PPC-1+TRAIL kill | FXIa inh 1536
O=C(CSc1ccc2ccccc2n1)c1ccc2c(c1)OCO2 | 8 | 49 | -0.1 | 1 | -0.1 | -6 | 6 | 22 | -3
O=C(Nc1ccc2c(c1)OCO2)N1CCN(S(=O)(=O)c2ccc(Cl)cc2)CC1 | 6 | -14 | -0.7 | 2 | 0.0 | -4 | -5 | 20 | -5
O=C(O)CCc1ccc(-c2cccs2)n1Cc1ccco1 | 5 | 3 | -0.7 | -1 | 0.3 | 4 | 4 | -6 | -8
CCOc1ccc(NC(=O)CN(C)CC(=O)NC(C)c2ccccc2)cc1OCC (stereo unspecified) | 1 | 4 | -0.1 | -2 | 1.0 | -4 | -1 | -8 | -5
CCC(=O)Nc1ccc2nc(C3CC3)n(Cc3ccc(C(C)(C)C)cc3)c(=O)c2c1 | 4 | 47 | -1.9 | 0 | 0.2 | -13 | 7 | 16 | 2
O=C(Nc1ccccc1)c1ccc(CSc2ccccn2)cc1 | 16 | 26 | -4.3 | 2 | -0.1 | 6 | 20 | 30 | 3
Cc1ccc(-c2cn3cccc(C)c3n2)cc1 | 6 | 52 | -2.0 | 9.8* | -0.6 | -5 | 5 | 39 | -4
C=CCn1cc([N+](=O)[O-])nc1C | 6 | -13 | 0.7 | -1 | 0.4 | -9 | 7 | 18 | 5
CCCOC(=O)CC1C(=O)NCCN1Cc1ccccc1C (stereo unspecified) | 4 | . | -0.6 | -2 | 0.1 | -7 | . | . | .
CC(C)(C)NC(=O)CCCSc1nc2ccccc2s1 | 6 | -13 | 1.5 | 5 | 1.9 | 2 | 5 | 14 | -3
CCOC(=O)c1ccc2c(c1)nc(SCC(=O)N1CCCCC1)n2CC | 22 | 32 | -2.8 | -4 | -0.5 | 5 | 3 | 4 | 0
Cc1ccc(-c2cccc(OC(=O)c3ccccc3F)c2)cc1 | . | 21 | -0.9 | -2 | 0.3 | -5 | 5 | 9 | -8
CCSc1nc2ccccc2c(=O)n1C1CCOC(C)(C)C1 (stereo unspecified) | 8 | 33 | 0.8 | 1 | 2.8 | -3 | 7 | 12 | -3
COc1ccccc1N1CCN(C(=O)C(C)N(c2ccccc2)S(C)(=O)=O)CC1 (stereo unspecified) | 4 | -6 | -0.4 | 0 | 0.2 | 17 | 11 | 2 | 5
Fc1cc(Br)ccc1NC(=S)Nc1cccnc1 | 3 | -18 | -0.8 | 5 | 1.1 | 2 | 10 | 8 | 6
Cc1ccsc1/C=N/NC(=O)c1ccc2c(c1)OCCO2 | 2 | 4 | -6.0 | 3 | -0.5 | -71 | 46* | 54*[5 µM] | 39
Cc1ccc(C(=O)O/N=C(/c2nonc2N)N(C)C)cc1 | 10 | 37 | -2.5 | -2 | -0.1 | 2 | -2 | 15 | -3
O=C(NCc1ccco1)c1nnc(Cc2ccc(Cl)cc2)o1 | 9 | 17 | 6.3 | -1 | 0.4 | -6 | 9 | 21 | -3
CC(=O)N1CCc2cc(Br)cc(S(=O)(=O)NCCN3CCCCC3C)c21 (stereo unspecified) | 28 | 11 | -0.6 | -4 | 0.7 | 5 | 39 | 9 | 20
CCCc1cc(=O)oc2cc(OCc3cccc(OC)c3)c(Cl)cc12 | 6 | 32 | 1.9 | -3 | 1.7 | -6 | 12 | 16 | 8
Fc1ccccc1CNc1ccc(Cl)cc1 | 14 | -12 | 81* | 5 | 97* | 0 | -2 | 1 | 0
CCCCC1(O)CC(C(F)(F)F)=NN1C(=O)COc1ccccc1 (stereo unspecified) | 15 | 57 | -1.2 | 1 | -0.6 | 8 | 15 | 1 | 7
O=C(/C=C/c1ccccc1)Nc1ccc(CN2CCOCC2)cc1 | 7 | -18 | 3.1 | -1 | 2.7 | -12 | 1 | 6 | -3
CO/N=C\c1cc(C(=O)c2ccc(Cl)cc2Cl)cn1C | 0 | 19 | -2.9 | -3 | 0.0 | 5 | 13 | -3 | 5
CCOc1ccc(Oc2ccc(NC(=O)[C@@H](NC(N)=O)[C@@H](C)CC)cc2)cc1 | 4 | 16 | 2.7 | 4 | 0.9 | -9 | 6 | 6 | -2
Cc1ccc(C)c2nc(SCC(=O)Nc3ccc4c(c3)OCO4)c(C#N)cc12 | 4 | 6 | 1.6 | 2 | 0.2 | -11 | 14 | 26 | 3

As a short view, five of the compounds above.
SMILES | PGE2 EP2 inh | CHOP inhibitor | TNF necrop inh | Wee1 stabilizer | L929 necroptosis | TbHK1 inh | FXIIa inh 1536 | PPC-1+TRAIL kill | FXIa inh 1536
O=C(NCc1ccco1)c1nnc(Cc2ccc(Cl)cc2)o1 | 9 | 17 | 6.3 | -1 | 0.4 | -6 | 9 | 21 | -3
CC(=O)N1CCc2cc(Br)cc(S(=O)(=O)NCCN3CCCCC3C)c21 (stereo unspecified) | 28 | 11 | -0.6 | -4 | 0.7 | 5 | 39 | 9 | 20
CCCc1cc(=O)oc2cc(OCc3cccc(OC)c3)c(Cl)cc12 | 6 | 32 | 1.9 | -3 | 1.7 | -6 | 12 | 16 | 8
Fc1ccccc1CNc1ccc(Cl)cc1 | 14 | -12 | 81* | 5 | 97* | 0 | -2 | 1 | 0
CCCCC1(O)CC(C(F)(F)F)=NN1C(=O)COc1ccccc1 (stereo unspecified) | 15 | 57 | -1.2 | 1 | -0.6 | 8 | 15 | 1 | 7
